Screening data deposited in PubChem by Sanford-Burnham Center for Chemical Genomics.
Rat MKP-3 inhibitors = MKP-3 phosphatase inhibitors, primary screen, biochemical, rat enzyme, in vitro (AID 425) | actives 0.17% (n = 110,000) | recombinant MKP-3 phosphatase activity, fluorescence; higher % means a stronger effect | one-dose inhibition, % at 20 µM; IC50 in µM for titrated hits; in the data active = inhibition above about 50%;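 also: plate controls were vehicle for no effect and reference inhibitor for full effect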
Hsp70 displacement = Hsp70 inhibitors, probe displacement, primary screen, biochemical, fluorescence polarization (AID 583). Heat shock 70 kDa protein 1A (Homo sapiens). Hsp70 fluorescence polarization probe displacement, mP; higher % means a stronger effect. one-dose displacement, % at 20 µM; IC50 in µM for titrated hits. actives 0.06% (n = 140,000); in the data active = displacement above about 50%;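 also: plate controls were vehicle for no effect and reference ligand for full effect; a part of the inactive calls stands beside numbers as strong as those of hits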
* = called active by the depositor; / = not tested or not shown; & = joins results of further samples.

Compound	Rat MKP-3 inhibitors	Hsp70 displacement
O=C(N/N=C/c1cc2c(cc1Cl)OCO2)/C(=C\c1ccc2c(c1)OCO2)NC(=O)c1ccccc1	6%	0.0%
CCOc1ccccc1NC(=O)CCC(=O)O	0%	-0.2%
Cc1cc([N+](=O)[O-])ccc1N=Cc1cccc(O)c1O	3%	3.1%
O=C(CSc1nnc(-c2ccncc2)n1-c1ccc(F)cc1)NC(=O)NCc1ccco1	-2%	7.8%
O=C(O)CCN1C(=O)c2ccc(C(=O)c3cccc([N+](=O)[O-])c3)cc2C1=O	2%	0.0%
CN(CCCNC(=O)Cn1cc2c(n1)CCCC2)C1CCCCC1	-6%	5.2%
CCC(C)(C)n1nnnc1CN1CCSCC1	-19%	-3.0%
NC(C(=O)O)C1CC(Cl)=NO1 (configuration not stated)	/	-1.8%
CC(NC(=O)c1cccc(C(F)(F)F)c1)C1CCCO1 (configuration not stated)	-11%	2.1%
CC1(C)CC(=O)CC(=NCC(=O)O)C1	-6%	-1.1%
Cc1cc(/C=N/n2cnnc2)c(C)n1-c1cccc(Cl)c1	1%&4%	-5.2%&0.2%
COc1ccc(N2C(=O)CC(NC34CC5CC(CC(C5)C3)C4)C2=O)c(OC)c1 (configuration not stated)	-6%	3.4%
N#Cc1ccccc1OCC(=O)Nc1c(C(=O)C2CC2)oc2ccccc12	5%	1.1%
OCCOCCn1c(-c2ccccc2)nc(=S)c2c1CCCC2	-6%	0.2%
C=CCn1c(-c2ccc(OC)c(OC)c2)cs/c1=N\c1ccccn1	3%	0.3%
Cc1cc(Cl)c(S(=O)(=O)N2CCN(c3ccc(F)cc3)CC2)cc1OCC(=O)NC1CCCCC1	/	-0.6%
O=C(O)c1[nH]c2ccccc2c1CC(=O)N1CCOCC1	-10%	-4.2%
CC(C)NC(=O)CN1CCN(c2ncccn2)CC1	1%	-6.4%
CCCCCCCCNC(C)C(O)c1ccc(SC(C)C)cc1 (configuration not stated)	16%	-1.8%
COc1ccc(C(=O)Nc2ccccc2C(=O)N2CCOCC2)cc1	0%	0.6%
N/C(=N\OC(=O)c1ccc([N+](=O)[O-])cc1Cl)c1cccc([N+](=O)[O-])c1	1%	0.4%
N#Cc1cnn(-c2ccccc2)c1N	-7%	7.0%
CCOC(=O)C1CCN(C2CC(=O)N(c3cccc(Cl)c3)C2=O)CC1 (configuration not stated)	-11%&-1%	-1.9%&-1.3%
O=C1CCc2cc(S(=O)(=O)NC(Cc3ccccc3)C(=O)NCC3CCCO3)ccc2N1 (configuration not stated)	-5%	-5.2%
O=C(C1CCN(S(=O)(=O)c2cccc3cccnc23)CC1)N1CCN(c2ccc(Cl)cc2)CC1	-5%	3.5%
Cc1ccccc1C(=O)Nc1cccc(N)c1	2%&1%	1.3%&-1.6%
O=S(=O)(c1cccc(S(=O)(=O)N2CCC(Cc3ccccc3)CC2)c1)N1CCOCC1	-2%	5.1%
CS(=O)(=O)Nc1ccc(C(=O)N2CCCCC2)cc1	-9%	/
CC1=C(/C=C/C(=O)O)C(C)(C)CCC1	/	-11%
Cn1c(N/N=C\c2cccs2)cc(=O)n(C)c1=O	3%	0.7%
CS(=O)(=O)N(Cc1ccc(C(=O)NCCSCc2ccco2)cc1)c1ccccc1	/	11%
Cn1c(Cn2c(=O)sc3ccccc32)nnc1SCC(=O)NCc1ccc2c(c1)OCO2	1%	0.5%
CCOC(=O)c1[nH]nc(-c2c(O)cc(C)cc2O)c1-c1csc(C)n1	-18%	/
COc1ccc(OC)c(-c2cc(C(=O)Nc3c(C)n(C)n(-c4ccccc4)c3=O)no2)c1	2%	13%
O=C(OCC(=O)N1CCCc2ccccc21)C1CCN(S(=O)(=O)c2cccs2)CC1	-6%	12%
C/C=C/C(=O)Nc1nnc(C(C)C)s1	/	-6.8%
Cc1sc2nc(SCC(=O)C(C)(C)C)n(Cc3ccco3)c(=O)c2c1C	/	-6.5%
COc1cccc(C2=CC(c3ccccc3)n3ncnc3N2)c1 (configuration not stated)	1%	5.2%
O=S(=O)(c1ccc(N2CC=C(c3ccccc3)CC2)nc1)N1CCCC1	6%	-1.3%
Cc1ccc2c(c1)[nH]c1c(N3CCN(Cc4ccc5c(c4)OCO5)CC3)ncnc12	0%	0.7%
CC(=O)C1=C(O)C(=O)N(CC2CCCO2)C1c1ccc(C)cc1 (configuration not stated)	4%	-4.7%
COc1cc(NC(=O)C2CCCCC2)c(OC)cc1NC(=O)c1ccco1	-5%	-2.3%
Cn1cccc1Cc1nnc(SCC(=O)N2CCOCC2)n1CCc1ccccc1	0%	5.6%
Cc1ccccc1-c1nnc(-c2ccccc2C)o1	/	-0.2%
CCOc1ccc(OCC)c(S(=O)(=O)N2CCCCC2C)c1 (configuration not stated)	-2%	-4.9%
COC(=O)c1ccc(Nc2cc(C)nc3ncnn23)cc1	-6%	-0.3%
O=C(Nn1cnnc1)c1cc2c(s1)CCCCC2	3%	/
COC(=O)c1ccc(C(=O)OC)c(NC(=O)COC(=O)C23CC4CC(CC(O)(C4)C2)C3)c1	-15%	-0.5%
CCOc1cc(/C=C2/SC(=S)N(C)C2=O)ccc1OCCOc1ccccc1C	-2%	2.6%
COc1ccc(CC(=O)Nc2ccc(NC(=O)c3ccc(C(C)(C)C)cc3)cc2)cc1OC	1%	3.1%

Following part.
Compound	Rat MKP-3 inhibitors	Hsp70 displacement
c1ccc(Oc2nc(-c3ccncc3)nc3ccccc23)cc1	-3%	-0.4%
CCOc1cc(/C=N/NC(=O)COc2ccc(Cl)cc2Br)cc([N+](=O)[O-])c1O	-2%	1.4%
C/C(=N\NC(=O)c1cc(Br)ccc1O)c1cccnc1	-1%	1.8%
c1ccc(-c2nnc(OCCN3CCOCC3)c3ccccc23)cc1	-1%	1.5%
COc1cccc(C2(O)CCN(C(=O)c3cccs3)CC2)c1	-4%	-3.8%
Cc1ccc(C(O)P(=O)(OC2CCCCC2)OC2CCCCC2)cc1 (configuration not stated)	/	3.5%
COc1ccc(C2C(C(C)=O)=C(O)C(=O)N2c2cccnc2)cc1OC (configuration not stated)	/	-20%
O=C(Nc1cccn(Cc2ccc(F)cc2)c1=O)NC1CCCCC1	/	-7.6%
Cc1ccc(NC(=O)c2ccc(NC(=O)c3ccc(Cl)cc3Cl)cc2)cc1	-3%	-28%
COc1cccc(N2C(=O)CC(c3c[nH]c4ccccc34)C2=O)c1 (configuration not stated)	-9%	3.4%
CSc1ccc(Cl)c(C(=O)Nc2c(C)n(C)n(-c3ccccc3)c2=O)c1	1%	-2.7%
Cc1c(NC(=O)C(C)Oc2ccccc2)cccc1NC(=O)C(C)Oc1ccccc1 (configuration not stated)	1%	2.1%
Cc1cc(C(C)(C)C)cc(S(=O)(=O)NCCO)c1C	1%	13%
CCN(CC)S(=O)(=O)c1ccc(/C(O)=C(\C#N)c2nc3ccccc3n2C)cc1	9%	-0.8%
C/C=C/COC(=O)C1=C(C)NC(=O)NC1c1ccc(F)cc1 (configuration not stated)	-1%	-6.5%
O=C(Nc1ccc(Cl)c([N+](=O)[O-])c1)c1ccc2c(c1)OCO2	1%	5.5%
Cc1ccc(O)c(C2=NNC(O)(C(F)(F)F)C2)c1 (configuration not stated)	/	-0.4%
Cc1ccc(C(=O)Nc2ccc3c(c2)OCO3)cc1S(=O)(=O)N1CCCCC1	-4%	0.4%
CC1CN(S(=O)(=O)c2cccc(-c3cn4ccccc4n3)c2)CC(C)O1 (configuration not stated)	2%	-5.4%
CC(=O)Nc1cccc(NC(=O)CC(c2ccccc2)c2ccccc2)c1	7%	2.1%
CCCn1nnc(NC(=O)c2ccc(F)cc2)n1	/	0.1%
COc1ccc(C2CC(=O)C(C=NCCCN3CCOCC3)=C(O)C2)cc1 (configuration not stated)	5%	-0.8%
CCN1C(=O)N(COC(C)=O)C2C1N(COC(C)=O)C(=O)N2CC (configuration not stated)	4%	-4.1%
O=C(NCCc1ccccc1)C(NS(=O)(=O)c1cccc2nsnc12)c1ccccc1 (configuration not stated)	/	-1.1%
COc1ccc(N=C(C)C2=C(O)COC2=O)cc1	-14%	-2.5%
CC1CCN(C2=NC(=O)/C(=C/c3ccc(O)cc3)S2)CC1	2%	-1.6%
O=C(N/N=C/c1cc([N+](=O)[O-])ccc1Cl)c1cc2ccccc2o1	3%	2.8%
CCOC(=O)NC1(NC2CCCCC2)Oc2ccccc2O1	-3%	-1.6%
Cc1ccc(Cl)cc1NC(=O)CC(O)(C(F)(F)F)C(F)(F)F	-3%	1.4%
Cc1cccnc1NC(=O)c1ccccc1NC(=O)c1ccccc1	2%	-1.3%
CCc1cc(=O)oc2cc(C)cc(OC(=O)c3ccco3)c12	-13%	5.6%
Cn1c(C(=O)O)c(CC(=O)Nc2ccc3c(c2)OCCO3)c2ccccc21	8%	5.8%
C=CCn1c(-c2ccc(OC)cc2)csc1=Nc1c(C)n(C)n(-c2ccccc2)c1=O	/	6.5%
COC(=O)COc1ccc(S(=O)(=O)NCCC2=CCCCC2)cc1C	-14%	4.1%
Cc1cccc2cc(CN(CC3CCCO3)C(=O)c3ccco3)c(=O)[nH]c12 (configuration not stated)	-2%	-4.5%
COc1ccc(CNC(=O)C2CCCN2C(=O)NC2CCCCC2)cc1 (configuration not stated)	-11%	-1.3%
O=C(CNC(=O)/C(=C\c1ccccc1F)NC(=O)c1ccccc1)OCc1ccccc1	0%	0.2%
O=[N+]([O-])c1ccc(O)c(NC(=S)Nc2ccccc2)c1	/	3.1%
Cc1nc2ccc(NC(=O)N3CCOCC3)cc2s1	-1%	6.1%
COC(=O)C(C)N(C#N)c1nc(C)nc(C)n1 (configuration not stated)	-8%	-1.2%
CCOc1cc(/C=C2\C(=O)N(c3ccc(S(N)(=O)=O)cc3)N=C2C)cc(Cl)c1O	3%	-5.8%
O=c1[nH]nc2n1CCCCC2	15%	4.9%
CCOCCCNC(=O)c1cn(CC(C)C)c(=O)c2cc(OC)c(OC)cc12	0%	3.8%
COc1ccc(C(=O)CSc2ncn[nH]2)cc1	-1%	3.5%
Cc1ccc(S(=O)(=O)NCC(=O)NC2CCCC2)cc1	7%	2.0%
CCOc1ccc(-c2noc(CCC(N)=O)n2)cc1OCC	-8%	-0.7%
CCOC(=O)c1nnsc1NC(=O)Nc1ccccc1	2%	-0.9%
Cc1cc(NC(NC(=O)c2ccco2)(C(F)(F)F)C(F)(F)F)no1	-12%	-5.4%
COC(=O)C1=CN(Cc2ccc(OC)cc2)C=C(C(=O)OC)C1c1ccc2c(c1)OCO2	1%	-1.1%
Cc1nc(C)n(CC(O)COc2ccc3c(c2)CCC3)n1 (configuration not stated)	-16%	7.4%

Structural class: the entries above containing fluorine
Compound	Rat MKP-3 inhibitors	Hsp70 displacement
O=C(CSc1nnc(-c2ccncc2)n1-c1ccc(F)cc1)NC(=O)NCc1ccco1	-2%	7.8%
CC(NC(=O)c1cccc(C(F)(F)F)c1)C1CCCO1 (configuration not stated)	-11%	2.1%
Cc1cc(Cl)c(S(=O)(=O)N2CCN(c3ccc(F)cc3)CC2)cc1OCC(=O)NC1CCCCC1	/	-0.6%
O=C(Nc1cccn(Cc2ccc(F)cc2)c1=O)NC1CCCCC1	/	-7.6%
C/C=C/COC(=O)C1=C(C)NC(=O)NC1c1ccc(F)cc1 (configuration not stated)	-1%	-6.5%
Cc1ccc(O)c(C2=NNC(O)(C(F)(F)F)C2)c1 (configuration not stated)	/	-0.4%
CCCn1nnc(NC(=O)c2ccc(F)cc2)n1	/	0.1%
Cc1ccc(Cl)cc1NC(=O)CC(O)(C(F)(F)F)C(F)(F)F	-3%	1.4%
O=C(CNC(=O)/C(=C\c1ccccc1F)NC(=O)c1ccccc1)OCc1ccccc1	0%	0.2%
Cc1cc(NC(NC(=O)c2ccco2)(C(F)(F)F)C(F)(F)F)no1	-12%	-5.4%

Further entries:
Compound	Rat MKP-3 inhibitors	Hsp70 displacement
COc1ccc(OC)c2[nH]c(=O)c(CCNC(=O)CC(C)C)cc12	-6%	-1.6%
COc1cc(-c2nnc(SCc3ccccc3Cl)o2)cc(OC)c1OC	-15%	0.5%
COc1ccc(C(=O)c2ccc(Br)c([N+](=O)[O-])c2)cc1	0%	5.0%
O=C1NC(c2ccccc2)C(C(=O)c2cccs2)C(O)(C(F)(F)F)N1 (configuration not stated)	-1%	1.5%
O=C(CSc1nnc(-c2ccc(Cl)cc2)o1)N1CCN(c2ccccc2)CC1	-2%	0.2%
CN1CCN(Cc2nc3c(c(=O)n(C)c(=O)n3C)n2CCc2ccccc2)CC1	-6%	3.1%
CCCOc1nc2c(c(=O)n(C)c(=O)n2C)n1Cc1cccc2ccccc12	0%	0.9%
O=C(Nc1ccc(N2CCOCC2)cc1)c1ccc(Cl)nc1	/	6.4%
Cc1cc(C)c(S(=O)(=O)Nc2cc([N+](=O)[O-])ccc2C)c(C)c1	4%	-1.8%
COc1ccc(N2C(=O)/C(=C/c3ccc(OCc4ccc(F)cc4)c(OC)c3)C(=O)NC2=S)cc1	0%	-3.4%
O=C(CSc1nnc(-c2ccco2)n1CC1CCCO1)NC1CCCC1 (configuration not stated)	-4%	3.7%
CCOc1cc(C(C#N)N2CCOCC2)ccc1OC (configuration not stated)	1%	-2.0%

Not all compounds are listed (hit frequency here may not be typical).
